Bioassay records from PubChem BioAssay.
L3MBTL1 block: blocks human L3MBTL1 | AlphaScreen L3MBTL1–H3K9me1 peptide binding | AID 485360 | Potency, µM (titrated, usually from 57.1 µM), for the others: top-dose activity, negative = inhibition, actives largely listed as inhibitors | 230,000 compounds, 0.66% hits | Q9Y468; active = well fitted inhibition curve with a large enough effect; inconclusive = small, poorly fitted or top-dose-only effect; inactive = no such curve, though single readings can be large or run the other way; also: nearly all actives have a fitted effect of over 60% in size
Target sequence (Q9Y468 whole entry, looked up): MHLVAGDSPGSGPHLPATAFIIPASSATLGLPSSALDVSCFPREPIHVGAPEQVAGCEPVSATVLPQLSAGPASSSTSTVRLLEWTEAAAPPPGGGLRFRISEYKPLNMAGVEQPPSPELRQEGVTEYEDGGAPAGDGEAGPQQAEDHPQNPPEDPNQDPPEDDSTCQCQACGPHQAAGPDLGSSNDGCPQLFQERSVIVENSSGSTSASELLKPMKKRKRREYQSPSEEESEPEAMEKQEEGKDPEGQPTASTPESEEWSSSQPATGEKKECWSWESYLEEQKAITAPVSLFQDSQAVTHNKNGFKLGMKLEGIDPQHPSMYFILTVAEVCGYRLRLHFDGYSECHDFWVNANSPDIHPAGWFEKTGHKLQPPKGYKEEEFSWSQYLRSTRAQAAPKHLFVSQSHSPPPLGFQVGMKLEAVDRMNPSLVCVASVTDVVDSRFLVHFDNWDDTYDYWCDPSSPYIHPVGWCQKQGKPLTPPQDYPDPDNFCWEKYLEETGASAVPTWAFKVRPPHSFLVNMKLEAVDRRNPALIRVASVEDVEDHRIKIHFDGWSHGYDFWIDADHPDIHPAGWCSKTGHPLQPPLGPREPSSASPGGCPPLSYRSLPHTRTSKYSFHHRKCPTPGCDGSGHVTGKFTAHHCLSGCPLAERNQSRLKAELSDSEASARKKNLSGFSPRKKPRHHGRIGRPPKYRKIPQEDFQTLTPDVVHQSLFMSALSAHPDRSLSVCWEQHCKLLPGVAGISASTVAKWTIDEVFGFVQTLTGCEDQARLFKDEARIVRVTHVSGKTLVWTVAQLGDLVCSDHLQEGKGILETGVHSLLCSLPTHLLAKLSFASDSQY
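Displacement of a biotinylated histone H3(1-15) peptide monomethylated at Lys9 (75 nM) from L3MBTL1 (50 nM) was measured by AlphaScreen after a 30 min room-temperature compound incubation; cefsulodin titration served as intraplate control.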
Numbers without * were called inactive; ? = inconclusive; [ ] = remark or other dose. % is scaled to controls: 0 for no effect and ±100 for the full control effect; potency is read from the fitted curve at half-maximal effect. This is a subset; count on the stated rates, not on these rows.

mol,L3MBTL1 block
CCN1C(=O)CSC1=Nc1cccc(C(=O)O)c1,-2%[2.29 µM]
COc1ccc(/C=N/N2CCN(c3ccc(Cl)cc3)CC2)cc1O,6%
O=C(COC(=O)/C=C/c1ccccc1)Nc1ccc2c(c1)OCCO2,3%
COc1ccc(/C=C2\Oc3ccccc3C2=O)cc1,8%
CC(=O)Nc1ccc(NC(=O)COC(=O)c2cc(S(=O)(=O)N3CCCC3)ccc2O)cc1,-5%
COc1ccccc1NC(=O)COC(=O)c1cc2c(s1)CCC2,?
O=C(COc1cccc2c1CCNC2=O)Nc1cccc(C(F)(F)F)c1,4%
CCN1CCN(c2ccc(S(=O)(=O)N3CCOCC3)cc2NC(=O)c2sccc2C)CC1,-7%
NC(=O)c1cc([N+](=O)[O-])c(Cl)cc1NCc1cccnc1,2%
COc1ccc(OC)c(S(=O)(=O)Nc2cc3c4c(c2)C(C)C(=O)N4CCC3)c1 (stereo not drawn),0%
O=C(COC(=O)C1CCC1)Nc1ncc(Cl)cc1Cl,?
O=C1CN(S(=O)(=O)c2ccc(F)cc2)c2ccccc2N1,0%
COc1ccc(NC(=O)Nc2ccc3c(c2)C(=O)N([C@H](C)CO)C[C@H](C)[C@@H](CN(C)C(=O)Nc2ccc(OC)cc2)O3)cc1,0%
Cc1cc(C)c(NC(=O)COC(=O)C23CC4CC(CC(O)(C4)C2)C3)c(Cl)c1,-2%
CC(C)C(=O)N[C@@H]1c2ccccc2CC[C@H]1OCc1ccccc1,-12%
Cc1cccc(NC(=O)CSc2nc(=O)n3ccccc3n2)c1C,1%
COc1cc(SC)ccc1C(=O)OCC(=O)N1CCN(C(C)=O)CC1,0%
c1ccc(-c2sc3ccccc3c2-c2ccc(OCCN3CCOCC3)cc2)cc1,0%
Cc1ccc(NC(=O)CSc2nccn(-c3ccc4c(c3)OCCO4)c2=O)cc1,2%
O=C(Nc1ccccc1O)N1c2ccccc2Sc2ccccc21,-4%
Cc1n[nH]c(=O)c2c(NC(=O)CSc3nncn3C(C)C)oc(C)c12,5%
N#CC[C@H](Cc1ccccc1)N1CCN(Cc2ccccc2)CCC1=O,8%
CC(Nc1ccc2ccccc2c1)C(=O)N/N=C/c1ccncc1 (stereo not drawn),0%
COc1ccc(NC(=O)CN(C)CC(=O)N(C)C2(C#N)CCC(C)CC2)cc1 (stereo not drawn),9%
COC(=O)c1cccc(NC(=O)CSCc2ccccc2)c1,2%
CC1CCc2[nH]c3ccc(C(=O)N(C)CC(=O)Nc4ccccc4Br)cc3c2C1 (stereo not drawn),?
COc1ccc(-c2csc3ncnc(N4CCN(S(=O)(=O)c5cccs5)CC4)c23)cc1,-5%
O=C(CCc1ccccc1)NNC(=O)c1ccc(Cl)cc1,-1%
O=C(NCCS(=O)(=O)N1CCN(c2ccccc2)CC1)c1ccccc1F,-3%
Cc1cc(C)cc(N(CCC#N)C(=O)COC(=O)c2nc3nc(C)cc(C)n3n2)c1,2%
FC(F)(F)c1ccc(-c2nnc(-c3cccnc3)o2)cc1,12%
CC(Oc1ccccc1F)C(=O)NNC(=O)c1cccc(S(=O)(=O)N2CCN(C)CC2)c1 (stereo not drawn),0%
COC(=O)c1ccc(C)c(NC(=O)CCCN2C(=O)NC(C)(C)C2=O)c1,1%
Cc1ccccc1CCN1CCCC(CN(C)C(=O)c2ccc3ncccc3c2)C1 (stereo not drawn),7%
Cc1cc(=O)oc2c3c(cc(OCC(=O)N[C@H](C(=O)O)c4ccccc4)c12)OC(C)(C)CC3,1%
COc1ccc(O)c(C(=O)c2cnn(C(=O)c3cccc(S(=O)(=O)N(C)C)c3)c2)c1,4%
CCOc1ccc(C(=O)NNC(=O)CCNC(=O)c2ccc(Br)cc2)cc1OC,2%
Cn1c(=O)c2c(ncn2CC(=O)OCCCC(=O)c2ccc(Br)cc2)n(C)c1=O,3%
C#CCOCCOCCOCCNc1nc(N2CCN(C(=O)C(Cc3cc4ccccc4[nH]3)n3cc(C(N)Cc4ccc(O)cc4)nn3)CC2)nc(N2CCN(C(=O)C(CCC(=O)O)n3cc(C(N)C(C)CC)nn3)CC2)n1 (stereo not drawn),25µM*
CCN(CC)CCn1c2c(c(SCC(=O)Nc3nc(C)cs3)nc1=O)CCC2,5%

Quoted at random: 7 records from the list
mol,L3MBTL1 block
C#CCOCCOCCOCCNc1nc(N2CCN(C(=O)C(Cc3cc4ccccc4[nH]3)n3cc(C(N)Cc4ccc(O)cc4)nn3)CC2)nc(N2CCN(C(=O)C(CCC(=O)O)n3cc(C(N)C(C)CC)nn3)CC2)n1 (stereo not drawn),25µM*
CC1CCc2[nH]c3ccc(C(=O)N(C)CC(=O)Nc4ccccc4Br)cc3c2C1 (stereo not drawn),?
CC(Oc1ccccc1F)C(=O)NNC(=O)c1cccc(S(=O)(=O)N2CCN(C)CC2)c1 (stereo not drawn),0%
O=C(CCc1ccccc1)NNC(=O)c1ccc(Cl)cc1,-1%
COC(=O)c1ccc(C)c(NC(=O)CCCN2C(=O)NC(C)(C)C2=O)c1,1%
CCN(CC)CCn1c2c(c(SCC(=O)Nc3nc(C)cs3)nc1=O)CCC2,5%
Cc1n[nH]c(=O)c2c(NC(=O)CSc3nncn3C(C)C)oc(C)c12,5%

Other entries follow.
mol,L3MBTL1 block
Cc1ccc(CN2C(=O)C(Cc3ccccc3)Nc3ncnc(N4CCCCC4)c32)cc1 (stereo not drawn),-1%
Cc1cc(C(=O)OCC(=O)Nc2cc(Cl)ccc2C)c(C)o1,2%
NC(=O)c1cccc(NC(=O)Nc2ccc(Cl)cc2)c1,-4%
Oc1c(Br)cc(/C=N/n2c(-c3ccccc3)n[nH]c2=S)cc1Br,2%
CN1C(=O)C(C)(C)c2cc(S(=O)(=O)NCc3ccc(C(=O)NCc4ccco4)cc3)ccc21,-1%
COc1ccccc1C(=O)NC(=O)COC(=O)Cn1cnc2c1c(=O)n(C)c(=O)n2C,-4%
COc1cc(N)c(Cl)cc1C(=O)OCC(=O)c1ccc2c(c1)NC(=O)CO2,8%
CNc1oc(/C=C/c2cccc(OC)c2)nc1C#N,20%
CC(=O)c1ccc(NC(=O)C(C)Sc2nnc(-c3ccncc3)n2C2CC2)cc1 (stereo not drawn),-2%
CCOC(=O)[C@@H]1[C@H]2COc3ccc(Br)cc3[C@@H]2N2C(=O)N(c3ccc(C)cc3)C(=O)[C@]12C,-2%
Cc1cccc(CSc2nc3ccccc3c(=O)n2C)c1,1%
COc1ccccc1N1CCN(C2CCCN(Cc3c(F)cccc3F)C2)CC1 (stereo not drawn),-3%
CC(=O)N1CCN(C(=O)COC(=O)c2ccc(S(C)(=O)=O)cc2)CC1,-1%
COc1ccc(C(C)NC(=O)CCc2ccccc2)cc1 (stereo not drawn),3%
O=C(CN(Cc1ccco1)Cc1cccs1)N1CCN(S(=O)(=O)c2cccc(F)c2)CC1,-17%
CC(=O)NC(CC(=O)NNC(=O)COc1c(C)cccc1C)c1ccccc1 (stereo not drawn),4%
COc1ccc(CC(=O)OCC(=O)N(CC(C)C)c2c(N)n(Cc3ccccc3)c(=O)[nH]c2=O)cc1,36%[activator]
COC(=O)[C@@]1(Cc2ccccc2)[C@H]2C(=O)N(C)C(=O)[C@H]2[C@H]2CN=C(SCC(=O)c3ccccc3)N21,5%
CCOC(=O)c1c(-c2ccccc2)oc2ccc(OCC(N)=O)cc12,7%
CCC1Nc2ncnc(N3CCN(c4ccccc4)CC3)c2N(Cc2ccccc2)C1=O (stereo not drawn),-12%
Cn1c(COc2ccc(Cl)cc2)nnc1SCC(=O)NC1CC1,3%
COc1ccc(C(=O)OCC(=O)NC2CC2)cc1S(=O)(=O)Nc1ccc(C)cc1,-3%
COc1ccc([N+](=O)[O-])cc1NC(=O)c1cccnc1,0%
CCOC(=O)C1=C(COc2ccccc2)NC(=O)NC1c1cccc([N+](=O)[O-])c1 (stereo not drawn),-3%
COc1cc(C(=S)N2CCOCC2)cc(OC)c1OS(=O)(=O)c1ccc(C)cc1,-4%
O=C(Nc1ccc(Oc2ccc(Br)cc2)cc1)C1=CC=CN2CCS(=O)(=O)N=C12,-1%
Cc1sc2nc(CSCC(=O)NC3CCCCC3)[nH]c(=O)c2c1C,3%
O=C(NCC(c1ccco1)N1CCN(c2ccc(F)cc2)CC1)c1ccco1 (stereo not drawn),-11%
Cc1ccc(-c2csc(NCCn3c(-c4ccncc4)nc4ccccc43)n2)cc1,-3%
CN1CCN(c2cc(-c3cc(O)c4ncccc4c3)ccn2)CC1,28µM*
Oc1ccc(C[C@H]2CNCCN2CCCCC2CCCCC2)cc1,-11%
COc1ccc(CCC(=O)OCC(=O)Nc2c(C)n(C)n(-c3ccccc3)c2=O)cc1,1%
CCCc1ccc(C(=O)O/N=C(\N)c2ccccn2)cc1,0%
C[C@H](CO)N1C[C@H](C)[C@@H](CN(C)S(=O)(=O)c2ccc(F)cc2)Oc2ccc(NS(=O)(=O)c3ccc(F)cc3)cc2C1=O,0%
O=C(NC1CCCCCC1)C(=O)NC1CC1,6%
CCOC(=O)[C@H]1[C@H]2COc3cc(OC)ccc3[C@@H]2N2C(=O)CN(Cc3ccc(Cl)cc3)C(=O)[C@@]12C,-2%
COc1ccc(C2=NS(=O)(=O)N(C)C(C(=O)NCc3ccc4c(c3)OCO4)=C2)cc1OC,-2%
Nc1cc(S(=O)(=O)N2CCOCC2)ccc1Oc1cccc(Br)c1,-3%
Cc1cccc(CCNS(=O)(=O)c2cc3c(cc2C)NC(=O)CO3)c1,8%
CCN(C(=O)CSc1nnnn1C)C1CCCCC1,6%
CCCCN(C(=O)C1=NN(c2ccccc2)C(=O)CC1)c1c(N)n(CCC)c(=O)[nH]c1=O,-3%
O=C(COc1ccc(Cl)cc1Cl)Nc1ccc(-c2ccc(N3CCOCC3)nn2)cc1,10%
COc1cc(OC)cc(C(=O)Nc2ccc(N(C)C)c3ccccc23)c1,-1%
O=C(c1cc([N+](=O)[O-])ccc1N1CCOCC1)N1CCN(c2ccc([N+](=O)[O-])cc2)CC1,2%
Cc1ccc(NC(=O)C2CCN(C(=O)OC(C)(C)C)CC2)cc1S(=O)(=O)N1CCCCC1,-4%
COc1ccccc1NC(=O)c1ccc(NC(=O)c2ccc(=O)[nH]c2)cc1,-1%
COc1ccc(N(C(=O)C(C)C)S(=O)(=O)c2ccc3ccccc3c2)cc1,0%[2.29 µM]
CN(Cc1cccc(F)c1)C(=O)CSc1nnnn1C1CC1,-5%
CC(=O)Oc1ccc(-c2csc(Nc3cccc(C)n3)n2)cc1,7%
O=C(OC1CCOC1=O)c1ccc(Cl)c(S(=O)(=O)N2CCOCC2)c1 (stereo not drawn),-17%
NCC(c1ccco1)c1c[nH]c2ccccc12 (stereo not drawn),-4%
C#CCN(Cc1ccccc1)S(=O)(=O)C=C,9%
Nc1ncnc2c1ncn2[C@@H]1O[C@H](CNCc2c(OCc3ccccc3F)ccc3ccccc23)[C@@H](O)[C@H]1O,-3%
CCOc1ccc(NS(=O)(=O)c2ccc(C(=O)NCCN3CCOCC3)cc2)cc1,-1%
CCOc1ccc(Br)cc1S(=O)(=O)Nc1ccc(S(=O)(=O)Nc2cc(C)on2)cc1,-1%
O=S(=O)(NCCC1=CCCCC1)c1cccc(Br)c1,24%
CC(C)C[C@H](NC(=O)c1[nH]cnc1C(=O)N[C@@H](Cc1ccccc1)C(=O)OCc1ccccc1)C(=O)OCc1ccccc1,30%
COc1ccc(NC(=O)CN2CCCCC2)cc1S(=O)(=O)N1CCCCC1,-1%
Cc1ccc(C(=O)Nc2ccccc2)cc1S(=O)(=O)N1CCN(C)CC1,3%
Cc1noc(C)c1C(=O)Nc1cccc(S(=O)(=O)N2CCOCC2)c1,-1%

(cont.)
mol,L3MBTL1 block
Cc1ccccc1-c1cc(C(=O)NCC2CC2)nn1CC1CC(c2cccc([N+](=O)[O-])c2)=NO1 (stereo not drawn),-9%
CN(Cc1ccccc1)C(=O)C1CCCN1S(=O)(=O)c1ccc(Cl)cc1 (stereo not drawn),5%
CN(c1ccccc1)S(=O)(=O)c1ccc(C(=O)NNC(=O)c2ccccc2F)cc1,0%
Cc1ccc2nc(-c3ccccc3C)oc(=O)c2c1,2%
CN(c1ccccc1)S(=O)(=O)c1ccc(C(=O)NCc2ccccc2CN2CCCC2)cc1,7%
COc1ccc(CNC[C@H]2O[C@@H](n3cnc4c(N)ncnc43)[C@H](O)[C@@H]2O)cc1OC,3%
COc1ccc(NC(=O)c2cc3ccccc3o2)cn1,1%
Cc1cc(Cl)ccc1OCC(=O)OCC(=O)N(CC(C)C)c1c(N)n(Cc2ccccc2)c(=O)[nH]c1=O,2%

Structural class: the compounds so far containing a COOH group (3)
mol,L3MBTL1 block
CCN1C(=O)CSC1=Nc1cccc(C(=O)O)c1,-2%[2.29 µM]
Cc1cc(=O)oc2c3c(cc(OCC(=O)N[C@H](C(=O)O)c4ccccc4)c12)OC(C)(C)CC3,1%
C#CCOCCOCCOCCNc1nc(N2CCN(C(=O)C(Cc3cc4ccccc4[nH]3)n3cc(C(N)Cc4ccc(O)cc4)nn3)CC2)nc(N2CCN(C(=O)C(CCC(=O)O)n3cc(C(N)C(C)CC)nn3)CC2)n1 (stereo not drawn),25µM*
